SIAE primary: human SIAE inhibition, primary screen; SIAE FP-Rh probe binding, fluorescence polarization; inhibition, % at 9.66 µM; 0.69% of 370,000 active;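 active = inhibition above a cutoff: mean of compounds within the control limits plus 3 SD of those, cut at about 17% in these data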;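 note: 0% = plate median of compound wells and 100% = probe without SIAE protein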
TCR CD3 inh: inhibitors of human TCR-CD3 interaction; TAMRA-labeled TCR probe fluorescence, biochemical; inhibition, % at 9.4 µM; AID 651800; 0.37% of 360,000 active; in the data active = inhibition above about 19%;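 note: recombinant mutant TCR 2C K166C tagged with TAMRA read by polarization; 0% = receptor in buffer alone and 100% = receptor with positive control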
PRMT1 inh: inhibitors of human PRMT1; Q99873; recombinant PRMT1, activity-based probe fluorescence polarization; inhibition, % at 2.79 µM; 1.3% of 370,000 active; AID 652257;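 active = inhibition above about 21% made by adding two undisclosed values, limit read from the data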
HTRA1 inhibitor: blocks human HTRA1 serine peptidase; 0.5% of 340,000 active; inhibition, % at 5.96 µM; recombinant HTRA1, FP-rhodamine activity-based probe, fluorescence polarization; in the data active = inhibition above about 36%;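 note: 0% = enzyme with DMSO and 100% = wells lacking enzyme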
Target sequence (Q92743 whole entry, looked up): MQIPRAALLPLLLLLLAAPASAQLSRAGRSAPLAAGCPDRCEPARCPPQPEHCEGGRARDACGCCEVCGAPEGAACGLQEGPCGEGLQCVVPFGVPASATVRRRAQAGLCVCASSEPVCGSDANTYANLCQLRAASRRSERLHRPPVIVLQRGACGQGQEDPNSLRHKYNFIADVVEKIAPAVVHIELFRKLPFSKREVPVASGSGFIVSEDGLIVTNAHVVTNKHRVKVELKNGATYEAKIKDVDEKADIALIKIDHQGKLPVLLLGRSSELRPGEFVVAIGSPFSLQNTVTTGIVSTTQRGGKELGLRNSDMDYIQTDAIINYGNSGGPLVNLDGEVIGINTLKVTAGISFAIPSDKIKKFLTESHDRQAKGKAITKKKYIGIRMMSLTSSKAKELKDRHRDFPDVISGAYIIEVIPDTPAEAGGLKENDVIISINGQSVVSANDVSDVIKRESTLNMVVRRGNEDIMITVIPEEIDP
TDP2 inh: TDP2 (human) inhibition, absorbance primary screen; O95551; recombinant TDP2, T5PNP hydrolysis, p-nitrophenol absorbance 415 nm; inhibition, % at 12.8 µM; 0.34% of 370,000 active;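 active = inhibition above the mean of all tested compounds plus 3 SD, set per campaign, cut at about 25% in these data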;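 note: 0% = DMSO with enzyme and 100% = buffer with substrate but no TDP2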
Target sequence (O95551 whole entry, looked up): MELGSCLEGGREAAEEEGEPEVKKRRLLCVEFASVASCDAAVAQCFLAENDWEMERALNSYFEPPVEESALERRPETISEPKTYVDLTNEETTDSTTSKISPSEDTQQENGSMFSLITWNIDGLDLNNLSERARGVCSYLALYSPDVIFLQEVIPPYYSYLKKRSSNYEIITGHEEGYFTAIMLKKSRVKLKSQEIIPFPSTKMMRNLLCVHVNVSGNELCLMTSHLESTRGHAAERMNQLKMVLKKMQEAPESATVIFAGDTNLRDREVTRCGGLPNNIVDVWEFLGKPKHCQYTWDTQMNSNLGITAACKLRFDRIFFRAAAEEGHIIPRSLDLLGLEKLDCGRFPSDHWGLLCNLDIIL
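Incubation: 2 h at 37 °C; Test system: recombinant human TDP2; Quantity: enzyme 120 nM; Read-out basis: percent inhibition; Medium: 50 mM Tris-HCl pH 7.5 with Mg2+, KCl, DTT, BSA; Repeats: single replicate; Compound: 12.8 µM single point, 1% DMSO; Signal: epi absorbance; Reagent: 5 mM T5PNP chromogenic substrate; Benchmarks: no-enzyme high, DMSO-plus-enzyme low.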
rCAG binder: molecules binding r(CAG) RNA repeats; r(CAG) RNA repeat, TO-PRO-1 dye displacement fluorescence; inhibition, % at 3 µM; 1.3% of 370,000 active; AID 651821;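 active = inhibition above the plate cutoff, the mean of all test compounds on that plate plus 3 SD, cut at about 35% in these data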;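 note: 0% = DMSO alone and 100% = 100 µM mitoxantrone as full dye displacement; higher means more dye released from RNA so lower well fluorescence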
mABHD4 FP: inhibits mouse alpha/beta hydrolase domain 4 | inhibition, % at 8.92 µM | Q8VD66 | 0.54% of 370,000 active | purified mABHD4, FP-Rh probe fluorescence polarization;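 active = inhibition exceeding the mean over every tested compound plus 3 SD, cut at about 30% in these data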;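 note: 0% = plate median of compound wells and 100% = S159A mutant with DMSO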
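assay system = mABHD4 protein | compound dosing = single nominal dose of 8.92 µM, 0.89% DMSO final | read-out basis = percent inhibition of probe binding, normalized to plate controls | schedule = Enzyme–compound pre-incubation 45 min, then probe 60 min, both 25 °C | detection = fluorescence polarization, excitation 525 nm, emission 598 nm, BODIPY TMR filters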
GC-B act: GC-B (human) receptor activation. P20594. HEK293-GC-B cells, CNP EC30, cGMP TR-FRET; 0% at EC30 CNP, 100% saturating CNP. activation, % at 10 µM. 0.11% of 370,000 active;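 active = activation at 10 µM reaching about 35% in either raw or pattern-adjusted values, limit read from the data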
LEDGF integ inh: blocks HIV-1 LEDGF/p75-dependent DNA integration | 0.64% of 370,000 active | inhibition, % at 3.7 µM | AID 743269 | TR-FRET IN-LEDGF/p75 DNA integration, Eu/Cy5;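 active = inhibition above the screen-wide mean plus 3 SD, cut at about 13% in these data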;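 note: signal is the Cy5 over europium emission ratio at 671 and 618 nm; 0% = plate median of compound wells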
MBD2 DNA inh: MBD2-methylated oligo binding inhibition. Q9UBB5. TR-FRET, MBD2 binding to methylated oligonucleotide. inhibition, % at 4.4 µM. 0.31% of 370,000 active; in the data active = inhibition above about 13%
* marks the source's active call; other numbers are inactive results. A portion of the library, so the mix of outcomes need not match the whole.

Results for NC(=O)c1c(NC(=O)CSc2nc(N)cc(=O)[nH]2)sc2c1CCCC2 ?
SIAE primary: -5; TCR CD3 inh: -4; PRMT1 inh: 5; HTRA1 inhibitor: -2; TDP2 inh: -4; rCAG binder: 18; mABHD4 FP: 3; GC-B act: -5; LEDGF integ inh: -7; MBD2 DNA inh: -3

Results for CCC(c1nnnn1-c1ccc2c(c1)OCCO2)N1CCN(CC)CC1 (stereo not given) ?
SIAE primary: 0; TCR CD3 inh: -11; PRMT1 inh: -2; TDP2 inh: -13; rCAG binder: 0; mABHD4 FP: -12; GC-B act: 2; LEDGF integ inh: 3; MBD2 DNA inh: -6

Results for Cn1c(=O)c2c(nc(Oc3ccccc3Cl)n2C)n(C)c1=O ?
SIAE primary: 5; TCR CD3 inh: -2; PRMT1 inh: -2; HTRA1 inhibitor: 0; TDP2 inh: 6; rCAG binder: 0; mABHD4 FP: 4; GC-B act: -2; LEDGF integ inh: -3; MBD2 DNA inh: 2

What do the screens show for `CC1CCCC(NC(=O)COC(=O)c2ccc3c(c2)OCCO3)C1C` (stereo not given)?
SIAE primary: 3; TCR CD3 inh: 7; PRMT1 inh: 0; HTRA1 inhibitor: -5; TDP2 inh: 1; rCAG binder: 0; mABHD4 FP: -1; GC-B act: 0; LEDGF integ inh: 0; MBD2 DNA inh: -1

How did Cc1ccc(OCC(=O)NCCS(=O)(=O)N2CCN(c3ccccc3)CC2)cc1 do in these assays?
SIAE primary: 4; TCR CD3 inh: 4; PRMT1 inh: -2; HTRA1 inhibitor: 0; TDP2 inh: -3; rCAG binder: -6; mABHD4 FP: -1; GC-B act: 1; LEDGF integ inh: 0; MBD2 DNA inh: -5

How did CCN(C(=O)COn1nnc2ccc(S(=O)(=O)N(C)C)cc21)C1CCS(=O)(=O)C1 (stereo not given) do in these assays?
SIAE primary: -3; TCR CD3 inh: 1; PRMT1 inh: 8; HTRA1 inhibitor: 4; TDP2 inh: 2; rCAG binder: -1; mABHD4 FP: 9; GC-B act: 5; LEDGF integ inh: -6; MBD2 DNA inh: 3

How did C=CCC1(CC=C)CCCN1C(=O)C1CCC(=O)N(CCc2ccc(Cl)cc2)C1 (stereo not given) do in these assays?
SIAE primary: 8; TCR CD3 inh: 3; PRMT1 inh: -3; HTRA1 inhibitor: 1; TDP2 inh: 8; rCAG binder: -8; mABHD4 FP: 4; GC-B act: -2; LEDGF integ inh: 3; MBD2 DNA inh: -2

Results for Cc1cc(=O)[nH]c2c1c(C)nn2C(C)(C)C ?
SIAE primary: -2; TCR CD3 inh: -1; PRMT1 inh: -1; HTRA1 inhibitor: -5; TDP2 inh: -3; rCAG binder: 0; mABHD4 FP: 1; GC-B act: 2; LEDGF integ inh: 1; MBD2 DNA inh: -3

How did Cc1ccc(-n2c(C)cc(/C=N/NC(N)=S)c2C)cc1 do in these assays?
SIAE primary: 10; TCR CD3 inh: -2; PRMT1 inh: 1; HTRA1 inhibitor: 23; TDP2 inh: -6; rCAG binder: 11; mABHD4 FP: 16; GC-B act: -6; LEDGF integ inh: -2; MBD2 DNA inh: -9

What do the screens show for `O=C(Cc1ccccc1)NC(NC(=S)Nc1cc(Cl)ccc1Cl)C(Cl)(Cl)Cl` (stereo not given)?
SIAE primary: -78; TCR CD3 inh: 6; PRMT1 inh: -2; HTRA1 inhibitor: -23; TDP2 inh: 10; rCAG binder: 6; mABHD4 FP: -10; GC-B act: 14; LEDGF integ inh: 0; MBD2 DNA inh: 1

What do the screens show for `COC(=O)c1[nH]c2c(c1C)C(=O)CC(c1ccc(OC)c(OC)c1)C2` (stereo not given)?
SIAE primary: 1; TCR CD3 inh: 2; PRMT1 inh: -7; HTRA1 inhibitor: -8; TDP2 inh: -10; rCAG binder: 6; mABHD4 FP: -6; GC-B act: -2; LEDGF integ inh: 2; MBD2 DNA inh: -8

How did Cc1ccc(NC(=O)COC(=O)c2ccccc2-c2nc3ccccc3s2)c(C)c1 do in these assays?
SIAE primary: 0; TCR CD3 inh: 0; PRMT1 inh: 0; HTRA1 inhibitor: -16; TDP2 inh: -12; rCAG binder: -4; mABHD4 FP: -10; GC-B act: 0; LEDGF integ inh: 3; MBD2 DNA inh: 2

Results for COc1ccc(C2C(C(=O)NCCN(C)C)c3cc(OC)c(OC)cc3C(=O)N2C)cc1OC (stereo not given) ?
SIAE primary: 13; TCR CD3 inh: -3; PRMT1 inh: 1; HTRA1 inhibitor: 6; TDP2 inh: 10; rCAG binder: -5; mABHD4 FP: 6; GC-B act: 1; LEDGF integ inh: 0; MBD2 DNA inh: 0

How did COc1ccc(Nc2ncccc2C(=O)O)cc1 do in these assays?
SIAE primary: 4; TCR CD3 inh: 12; PRMT1 inh: -1; HTRA1 inhibitor: 3; TDP2 inh: 5; rCAG binder: 1; mABHD4 FP: -1; GC-B act: -1; LEDGF integ inh: -1; MBD2 DNA inh: 0

Results for CCOC(=O)N1CCN(C(=O)c2ccc3c(=O)n(-c4cc(OC)ccc4OC)c(=S)[nH]c3c2)CC1 ?
SIAE primary: 7; TCR CD3 inh: 6; PRMT1 inh: -2; HTRA1 inhibitor: 3; TDP2 inh: 2; rCAG binder: 3; mABHD4 FP: -5; GC-B act: 7; LEDGF integ inh: -1; MBD2 DNA inh: -3

What do the screens show for `O=S(=O)(c1ccc(Cl)cc1)N1CCN(c2ccc(N3CCOCC3)nn2)CC1`?
SIAE primary: -2; TCR CD3 inh: -4; PRMT1 inh: 2; HTRA1 inhibitor: 3; TDP2 inh: 6; rCAG binder: -3; mABHD4 FP: 6; GC-B act: -12; LEDGF integ inh: 0; MBD2 DNA inh: 0

How did Cc1ccc(C(=O)N(Cc2ccco2)c2c(N)n(Cc3ccccc3)c(=O)[nH]c2=O)cc1 do in these assays?
SIAE primary: 2; TCR CD3 inh: -8; PRMT1 inh: 0; HTRA1 inhibitor: 4; TDP2 inh: -8; rCAG binder: 6; mABHD4 FP: -4; GC-B act: 2; LEDGF integ inh: 5; MBD2 DNA inh: -4

What do the screens show for `CCC1CCCCN1CCCNC(=O)c1cc2c(Cl)nc3ccccc3c2s1` (stereo not given)?
SIAE primary: 0; TCR CD3 inh: 14; PRMT1 inh: -5; HTRA1 inhibitor: -40; TDP2 inh: -8; rCAG binder: 14; mABHD4 FP: -3; GC-B act: -2; LEDGF integ inh: 0; MBD2 DNA inh: 4

What do the screens show for `COC(=O)[C@]1(C)N[C@H](c2ccc(SC3CCCCC3)cc2)[C@@H]2C(=O)N(C)C(=O)[C@@H]21`?
SIAE primary: -1; TCR CD3 inh: 1; PRMT1 inh: 1; HTRA1 inhibitor: -3; TDP2 inh: -10; rCAG binder: -5; mABHD4 FP: 5; GC-B act: 4; LEDGF integ inh: 4; MBD2 DNA inh: 0

How did CNC(=O)CSc1nc2sccc2c(=O)n1-c1ccccc1 do in these assays?
SIAE primary: 1; TCR CD3 inh: -5; PRMT1 inh: 2; HTRA1 inhibitor: -1; TDP2 inh: 4; rCAG binder: 7; mABHD4 FP: 4; GC-B act: 4; LEDGF integ inh: 3; MBD2 DNA inh: 1

What do the screens show for `CCCOC(=O)Nc1ccc(S(=O)(=O)Nc2ncccn2)cc1`?
SIAE primary: 3; TCR CD3 inh: -6; PRMT1 inh: 2; HTRA1 inhibitor: 9; TDP2 inh: 1; rCAG binder: -2; mABHD4 FP: 1; GC-B act: 11; LEDGF integ inh: -3; MBD2 DNA inh: 3

Results for O=C(O)/C=C/C(=O)NCCC1=CCCCC1 ?
SIAE primary: 4; TCR CD3 inh: -2; PRMT1 inh: 4; HTRA1 inhibitor: -4; TDP2 inh: 4; rCAG binder: -3; mABHD4 FP: 9; GC-B act: -6; LEDGF integ inh: -3; MBD2 DNA inh: 5

Results for COC(=O)CC1CCc2cc(C)cc(C(=O)CC(C)C)c2O1 (stereo not given) ?
SIAE primary: 7; PRMT1 inh: 3; TDP2 inh: -4; mABHD4 FP: 10; GC-B act: -10; LEDGF integ inh: 0; MBD2 DNA inh: -1

What do the screens show for `O=C(CN1CCOCC1)Nc1cccc(C(=O)Nc2cccc(C(F)(F)F)c2)c1`?
SIAE primary: -1; TCR CD3 inh: 5; PRMT1 inh: 0; HTRA1 inhibitor: -9; TDP2 inh: -8; rCAG binder: 1; mABHD4 FP: -12; GC-B act: -1; LEDGF integ inh: 1; MBD2 DNA inh: -2

How did CCCOc1ncnc2c1[nH]c1ccc(OC)cc12 do in these assays?
SIAE primary: -1; TCR CD3 inh: 2; PRMT1 inh: 2; HTRA1 inhibitor: -7; TDP2 inh: 4; rCAG binder: -2; mABHD4 FP: -5; GC-B act: -5; LEDGF integ inh: -2; MBD2 DNA inh: 0

How did NC(=O)COC(=O)CN1C(=O)C2CCCCC2C1=O (stereo not given) do in these assays?
SIAE primary: 2; TCR CD3 inh: -2; PRMT1 inh: 2; HTRA1 inhibitor: 0; TDP2 inh: 1; rCAG binder: -3; mABHD4 FP: 6; GC-B act: -2; LEDGF integ inh: 0; MBD2 DNA inh: -4

Results for CCc1nc2ccc(Cc3ccc4nc(CC)[nH]c4c3)cc2[nH]1 ?
SIAE primary: -5; TCR CD3 inh: 0; PRMT1 inh: -5; HTRA1 inhibitor: 2; TDP2 inh: -13; rCAG binder: 8; mABHD4 FP: 8; GC-B act: -1; LEDGF integ inh: -4; MBD2 DNA inh: 4

Random excerpt: four records from the list, in no set order.
How did Cc1ccc(-n2c(C)cc(/C=N/NC(N)=S)c2C)cc1 do in these assays?
SIAE primary: 10; TCR CD3 inh: -2; PRMT1 inh: 1; HTRA1 inhibitor: 23; TDP2 inh: -6; rCAG binder: 11; mABHD4 FP: 16; GC-B act: -6; LEDGF integ inh: -2; MBD2 DNA inh: -9

What do the screens show for `COC(=O)[C@]1(C)N[C@H](c2ccc(SC3CCCCC3)cc2)[C@@H]2C(=O)N(C)C(=O)[C@@H]21`?
SIAE primary: -1; TCR CD3 inh: 1; PRMT1 inh: 1; HTRA1 inhibitor: -3; TDP2 inh: -10; rCAG binder: -5; mABHD4 FP: 5; GC-B act: 4; LEDGF integ inh: 4; MBD2 DNA inh: 0

How did CCN(C(=O)COn1nnc2ccc(S(=O)(=O)N(C)C)cc21)C1CCS(=O)(=O)C1 (stereo not given) do in these assays?
SIAE primary: -3; TCR CD3 inh: 1; PRMT1 inh: 8; HTRA1 inhibitor: 4; TDP2 inh: 2; rCAG binder: -1; mABHD4 FP: 9; GC-B act: 5; LEDGF integ inh: -6; MBD2 DNA inh: 3

Results for CCC(c1nnnn1-c1ccc2c(c1)OCCO2)N1CCN(CC)CC1 (stereo not given) ?
SIAE primary: 0; TCR CD3 inh: -11; PRMT1 inh: -2; TDP2 inh: -13; rCAG binder: 0; mABHD4 FP: -12; GC-B act: 2; LEDGF integ inh: 3; MBD2 DNA inh: -6

Screening results (PubChem BioAssay)
